Source: PubChem
Hep lipid drop = inhibitors of hepatocyte lipid droplet formation, primary screen, imaging, high-throughput imaging, BODIPY stain | AML12 mouse hepatocytes, oleate lipid droplets | 0.4% of 240,000 active | AID 1656, 2009 | inhibition, % at 6.5 µM;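 active means lipid droplet intensity inhibited by at least 50%, with more than 500 cells counted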
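Material – mouse AML12 hepatocyte cell line, fixed after treatment · Compound dosing – one dose, 6.5 µM compound · Times – compound with oleate, overnight · Measured by – Image-based BODIPY and DAPI two-channel analysis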
K1F lysis inhibition = inhibition of K1F phage lysis, E. coli UTI89, bacterial capsule biogenesis inhibitors, alamar blue (AID 488966) | E. coli UTI89 K1F phage lysis, alamar blue, 2 h; higher % means a stronger effect | inhibition, % at 100 µM; hits with a dose series show IC50 in µM | 0.02% of 340,000 active;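 active means phage lysis inhibition, versus mean bacterial control, above a set limit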;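 further: capsule biogenesis inhibitors block K1F phage lysis so surviving cells raise fluorescence; higher fluorescence means more inhibition of phage lysis; actives were called in the ten point dose series up to 300 µM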
Siah-1 displacement = Siah-1 peptide-binding antagonists, primary screen, biochemical, fluorescence polarization, rhodamine-plectin, uHTS (AID 1817). Siah-1 / rhodamine-plectin peptide fluorescence polarization; higher % means a stronger effect. displacement, % at 20 µM; hits with a dose series show IC50 in µM. 0.02% of 290,000 active;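 active means displacement of at least 50% at 20 µM, with a fluorescence ratio check between 0.3 and a set limit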;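 further: plate controls were Siah plus tracer with DMSO for no effect and tracer alone without Siah for full effect; strong numbers were not always called active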
Hep lipid drop cells 6.5 µM = also measured in Hep lipid drop; calls as there; cell count; measured here: cell count, cytotoxicity flag;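 cells counted across two imaged fields per well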
* = called active by the depositor; [ ] = remark or other dose. This is a subset, so the mix of outcomes need not match the whole.

1	CSCC[C@H](NC(=O)[C@@H]1Cc2ccccc2CN1)C(=O)NC1CCCCC1
2	COc1cccc(CNS(=O)(=O)c2ccc3c(c2)NC(=O)CS3)c1
3	COc1ccc(N2CCN(c3ccc(NC(=O)NN)cc3)CC2)cc1
4	CCn1c(SCC(=O)N2CCCC2)nnc1-c1ccco1
5	C=CCSc1nnc(NC(=O)CCNC(=O)c2ccco2)s1

Screen / compound no.,1,2,3,4,5
Hep lipid drop,4,-21,1,13,-2
K1F lysis inhibition,-0.1%,-0.1%,-0.5%,0.0%,0.0%
Hep lipid drop cells 6.5 µM,700,667,807,766,831
Siah-1 displacement,-4%,8%,2%,1%,-1%

6	Cc1ccc(Sc2cc(C(=O)NCCN(C)C)c3ccccc3n2)cc1
7	CC(C)(C)NS(=O)(=O)c1ccc(CCC(=O)NCc2ccccn2)cc1
8	Cc1[nH]n(-c2ccc(Br)cc2)c(=O)c1/C=N/NC(=O)c1ccccc1
9	CC(C)N1CCc2c(sc(NC(=O)C3CCCCC3)c2C(N)=O)C1
10	Cc1occc1C(=O)N/N=C/C=C/c1ccc(N(C)C)cc1

Screen / compound no.,6,7,8,9,10
Hep lipid drop,30,-3,2,-5,-11
K1F lysis inhibition,0.1%,-0.3%,0.3%,-0.8%,-0.1%
Hep lipid drop cells 6.5 µM,703,910,790,780,805
Siah-1 displacement,2%,6%,-16%,-3%,0%

11	O=C(Nc1ccc2c(c1)OCO2)C1CC(=O)N(c2ccccc2)C1 (stereo not given)
12	Cc1ccc(NC(=O)NNC(=O)CN2C(=O)COc3ccccc32)cc1
13	COC(=O)N1C(=O)[C@](c2ccccc2)(C(C)C)N1C(=O)OC
14	O=C(NCc1ccco1)/C(=C\c1cccc([N+](=O)[O-])c1)NC(=O)c1ccco1
15	Cc1ccc(OCC(=O)NC2CCS(=O)(=O)C2)c(C)c1 (stereo not given)

Screen / compound no.,11,12,13,14,15
Hep lipid drop,16,2,2,-4,-34
K1F lysis inhibition,0.5%,0.3%,0.3%,1.8%,-0.2%
Hep lipid drop cells 6.5 µM,551,761,777,693,658
Siah-1 displacement,-2%,3%,0%,1%,0%

16	COCCN(CCOc1cc(C)cc(C)c1)Cc1ccc(Cl)cc1
17	COc1ccc(CN(CC(=O)NCc2ccccc2)C(=O)CCC(=O)Nc2nccs2)cc1
18	COc1ccc2cc(C(=O)N3CCN(c4ccccc4OC)CC3)[nH]c2c1
19	O=C(CN(C(=O)CNS(=O)(=O)c1ccc(F)cc1)c1ccccc1)NCc1ccco1
20	CC(=O)c1c(C)[nH]c(C(=O)OCc2ccc([N+](=O)[O-])cc2)c1C

Screen / compound no.,16,17,18,19,20
Hep lipid drop,24,-2,3,-16,3
K1F lysis inhibition,0.0%,0.1%,0.1%,0.0%,0.1%
Hep lipid drop cells 6.5 µM,778,761,766,851,822
Siah-1 displacement,-3%,7%,-2%,-7%,-2%

21	COc1ccc(NC(=S)N2CCN(c3ccccc3)CC2)c(OC)c1
22	O=C(c1ccc(F)cc1)N1CCN(Cc2ccccc2)CC1
23	COc1ccc(CNC(=O)CN(c2cc(C)cc(C)c2)S(=O)(=O)c2c(C)[nH]c(=O)[nH]c2=O)cc1
24	O=C(CCN1CCCCC1=O)NC1CCCN(Cc2ccc(Cl)cc2)C1 (stereo not given)
25	CCC1CSC(=Nc2ccc(C)cc2)N1C(=O)CN1C(=O)NC2(CCCC2)C1=O (stereo not given)

Screen / compound no.,21,22,23,24,25
Hep lipid drop,1,-1,14,-7,-12
K1F lysis inhibition,1.8%,0.2%,-0.2%,1.1%[50 µM],0.2%
Hep lipid drop cells 6.5 µM,836,825,722,637,820
Siah-1 displacement,2%,1%,-4%,16%,2%

Looked up by compound from the list above (three):
23	COc1ccc(CNC(=O)CN(c2cc(C)cc(C)c2)S(=O)(=O)c2c(C)[nH]c(=O)[nH]c2=O)cc1
3	COc1ccc(N2CCN(c3ccc(NC(=O)NN)cc3)CC2)cc1
11	O=C(Nc1ccc2c(c1)OCO2)C1CC(=O)N(c2ccccc2)C1 (stereo not given)

Screen / compound no.,23,3,11
Hep lipid drop,14,1,16
K1F lysis inhibition,-0.2%,-0.5%,0.5%
Hep lipid drop cells 6.5 µM,722,807,551
Siah-1 displacement,-4%,2%,-2%

(further entries)
26	Cc1cccc(NC(=O)c2ccc(F)c(S(=O)(=O)NCc3ccco3)c2)c1
27	O=C(CC(c1ccccc1)c1ccccc1)NCCOCc1ccccc1
28	CC(=O)c1cccc(NC(=O)c2ccc(N(C)S(=O)(=O)c3ccc(C)cc3)cc2)c1
29	CN1CCN(S(=O)(=O)c2cccc(C(=O)Nc3ccc(Br)cc3Br)c2)CC1
30	O=C(CNCc1ccccc1Cl)Nc1ccc(C(=O)N2CCCCC2)cc1

Screen / compound no.,26,27,28,29,30
Hep lipid drop,-7,-7,-2,-18,16
K1F lysis inhibition,-0.3%,4.3%,2.0%,0.1%,-0.3%
Hep lipid drop cells 6.5 µM,726,775,694,638,730
Siah-1 displacement,-7%,-2%,-1%,1%,6%

31	CN(C)S(=O)(=O)c1ccc(S(=O)(=O)NCCN2CCOCC2)cc1
32	O=C(CNC(=O)c1ccc(Br)o1)NCc1ccccc1Cl
33	Cc1ccc(S(=O)(=O)NC(=NC(Cc2ccccc2)C(=O)O)c2ccccc2)cc1 (stereo not given)
34	CSCC(=O)NCC1(N(C)Cc2ccccc2)Cc2ccccc2C1
35	CCOc1ccc(NC(=O)CCNS(=O)(=O)c2ccc3c(c2)oc(=O)n3C)cc1

Screen / compound no.,31,32,33,34,35
Hep lipid drop,10,22,19,-13,-2
K1F lysis inhibition,0.3%,2.4%[50 µM],-0.3%,0.2%,1.7%
Hep lipid drop cells 6.5 µM,820,687,802,789,671
Siah-1 displacement,15%,-3%,5%,-1%,4%

36	CCN(CC)C(=O)C1CCN(S(=O)(=O)c2c(C)noc2/C=C/c2cccc(C)c2)CC1
37	COc1ccc(-c2c(C)nc3c(-c4ccsc4)cnn3c2N)cc1
38	COC(=O)c1[nH]c2cc(OC)c(OC)cc2c1/C=N/Nc1ccccc1
39	CCN(CC)CCN(C(=O)c1ccc2c(c1)OCCO2)c1nc2ccc(C)cc2s1
40	COc1cccc(C2C(C(=O)c3cc4ccccc4o3)=C(O)C(=O)N2CCN2CCOCC2)c1 (stereo not given)

Screen / compound no.,36,37,38,39,40
Hep lipid drop,3,-33,28,5,1
K1F lysis inhibition,4.5%,0.3%,1.1%[50 µM],-0.1%,-1.3%
Hep lipid drop cells 6.5 µM,852,406,791,631,871
Siah-1 displacement,1%,6%,2%,2%,-1%

41	O=C(Nc1ccnn1C1CCN(Cc2ccc3nonc3c2)CC1)c1cccc(F)c1
42	CCc1nnc(NC(=O)CCC(=O)Nc2ccc(C)cc2)s1
43	CCOc1ccc(/C=N/NC(=O)CCC(=O)Nc2ccc(F)cc2)cc1
44	C/C(=N/NC(=O)c1ccc(C)s1)c1cccnc1
45	Cc1ccc(OCc2ccc(C(=O)NNC(=S)NCC3CCCO3)o2)c([N+](=O)[O-])c1 (stereo not given)

Screen / compound no.,41,42,43,44,45
Hep lipid drop,0,0,-4,0,0
K1F lysis inhibition,0.4%,0.1%,0.3%,0.2%,0.8%[50 µM]
Hep lipid drop cells 6.5 µM,703,707,789,741,791
Siah-1 displacement,0%,-1%,0%,0%,-3%

46	CC(C)c1ccc(CNNC(=O)c2ccccc2)cc1
47	CCN(CC(=O)N1CCN(Cc2ccccc2)CC1)S(=O)(=O)c1ccccc1
48	CCC1CCCCN1C(=O)/C=C/c1ccc2c(c1)OCO2 (stereo not given)
49	O=C(NCCNC(=O)c1ccccn1)c1cccc(F)c1
50	CCc1ccc(CNC(=O)Cc2ccc(NC(=O)C3=C(C)OCCS3)cc2)cc1

Screen / compound no.,46,47,48,49,50
Hep lipid drop,-9,-37,3,5,-16
K1F lysis inhibition,1.4%,-0.8%[50 µM],0.0%,0.3%,0.3%
Hep lipid drop cells 6.5 µM,652,795,787,833,748
Siah-1 displacement,2%,0%,1%,10%,-5%

Entries from the list above containing a thiophene ring, fused or not, in the order listed:
9	CC(C)N1CCc2c(sc(NC(=O)C3CCCCC3)c2C(N)=O)C1
37	COc1ccc(-c2c(C)nc3c(-c4ccsc4)cnn3c2N)cc1
44	C/C(=N/NC(=O)c1ccc(C)s1)c1cccnc1

Screen / compound no.,9,37,44
Hep lipid drop,-5,-33,0
K1F lysis inhibition,-0.8%,0.3%,0.2%
Hep lipid drop cells 6.5 µM,780,406,741
Siah-1 displacement,-3%,6%,0%

(more compounds)
51	CCN(CC)C(=O)COc1ccc2c(-c3ccccc3)cc(=O)oc2c1
52	O=S1(=O)N=C(N/N=C/c2cccs2)c2ccccc21
53	COc1ccc(N2CC(C(=O)Nc3ccc(S(=O)(=O)N4CCCC4)cc3)CC2=O)cc1 (stereo not given)
54	O=C(NC1CCN(S(=O)(=O)c2ccc(F)cc2)CC1)c1cccnc1
55	COc1cc(C(=O)N2CCN(C(=O)c3cc(-c4ccc(Br)cc4)n[nH]3)CC2)cc(OC)c1OC

Screen / compound no.,51,52,53,54,55
Hep lipid drop,-2,4,-2,13,-26
K1F lysis inhibition,0.5%,-0.4%,0.0%,0.2%,-0.2%
Hep lipid drop cells 6.5 µM,799,815,788,852,707
Siah-1 displacement,-4%,0%,-5%,-1%,-2%

56	O=C1CN(C(=O)c2ccc(Cl)c([N+](=O)[O-])c2)c2ccccc2N1
57	COc1cccc(CN(C)C(=O)c2[nH]c(C)c(C(C)=O)c2C)c1OC
58	NC(=O)C1CCCN(C(=O)CCc2nnc(C3(c4ccc(Cl)cc4)CCC3)o2)C1 (stereo not given)
59	O=C(N/N=C/c1cccnc1)c1cc(C2CC2)nc2ccccc12
60	O=C(COc1ccc(F)cc1)N1CCCCCCC1

Screen / compound no.,56,57,58,59,60
Hep lipid drop,-14,-8,-14,-3,-12
K1F lysis inhibition,-0.1%,0.1%,0.1%,0.7%,0.4%
Hep lipid drop cells 6.5 µM,803,826,767,816,769
Siah-1 displacement,0%,4%,4%,-2%,3%

Three entries already listed, arranged by their value in Siah-1 displacement, largest number first:
nr	Compound	Siah-1 displacement
24	O=C(CCN1CCCCC1=O)NC1CCCN(Cc2ccc(Cl)cc2)C1 (stereo not given)	16%
4	CCn1c(SCC(=O)N2CCCC2)nnc1-c1ccco1	1%
43	CCOc1ccc(/C=N/NC(=O)CCC(=O)Nc2ccc(F)cc2)cc1	0%

New compounds follow.
61	Cc1nn(CC(=O)N2CCN(c3ccc(Cl)cc3)CC2)c(=O)c2cccn12
62	CC(CC(=O)N1CCN(c2cccc(Cl)c2)CC1)S(=O)(=O)c1ccc2c(c1)NC(=O)CO2 (stereo not given)
63	COc1cc(C(=O)NC(c2ccccc2)c2ccccc2)cc(OC)c1OC
64	Cc1cc2c(cc3c(=O)n(CC(=O)NCCCN4CC(C)CC(C)C4)ncn32)s1 (stereo not given)
65	O=C(CC1C(=O)NCCN1C(=O)c1ccccc1)Nc1cc(Cl)ccc1Cl (stereo not given)

Screen / compound no.,61,62,63,64,65
Hep lipid drop,0,-65,12,-4,-1
K1F lysis inhibition,5.4%,-0.3%,0.0%,-0.1%,-0.1%[50 µM]
Hep lipid drop cells 6.5 µM,756,726,825,733,851
Siah-1 displacement,-7%,1%,3%,-4%,14%

66	COC(=O)CN(c1nc(C)c(Br)c(OC)n1)S(=O)(=O)c1ccccc1
67	Oc1ccc(N2CCN(Cc3c(-c4ccccc4)nc4ccccn34)CC2)cc1
68	O=C(CCCN1C(=O)/C(=C/c2ccc3c(c2)OCO3)SC1=S)Nc1cccc(C(=O)O)c1
69	COc1ccccc1NC(=O)CSc1ccc(-c2ccccn2)nn1
70	CCCOc1ccc(CNC(=O)C2CCN(c3nnc(N4CCCC4=O)s3)CC2)cc1

Screen / compound no.,66,67,68,69,70
Hep lipid drop,-26,-1,2,2,-1
K1F lysis inhibition,1.3%,0.4%,-1.8%[50 µM],0.1%,-2.2%
Hep lipid drop cells 6.5 µM,804,799,671,805,764
Siah-1 displacement,-6%,0%,-2%,-2%,33%

71	COc1cc(C(=O)Nc2nnc(S(=O)(=O)N3CCCCCC3)s2)cc(OC)c1OC
72	COCCn1cnc2c1c(=O)n(Cc1cc(C(C)=O)ccc1OC)c(=O)n2Cc1ccccc1
73	Cc1ccc2occ(/C=N/NC(=O)c3ccc(Cl)cc3)c(=O)c2c1
74	Cc1ccc(CNC(=O)C(c2ccccc2)c2ccccc2)cc1
75	COc1ccccc1NC(=O)Cn1cnc2c(nc3n2CCCCC3)c1=O
76	O=c1cc(-c2cc3ccccc3o2)c2cc(O)ccc2o1

Screen / compound no.,71,72,73,74,75,76
Hep lipid drop,-6,-2,-5,-11,-6,5
K1F lysis inhibition,0.0%,0.2%,0.0%,0.0%,0.1%,0.3%
Hep lipid drop cells 6.5 µM,636,875,861,697,768,754
Siah-1 displacement,-5%,-2%,12%,2%,1%,3%
